Source: PubChem BioAssay
NSD2 inh = NSD2 (human) methyltransferase inhibition; hit rate 0.07% among 44,000; AID 624260; NSD2-SET H3K36me1 DELFIA fluorescence, biochemical; inhibition, % at 12.5 µM; in the data active = inhibition above about 54%, passing the limit was not always enough;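 note: inhibitors reduce the monomethyl H3K36 fluorescence signal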
Target sequence (O96028 whole entry, looked up): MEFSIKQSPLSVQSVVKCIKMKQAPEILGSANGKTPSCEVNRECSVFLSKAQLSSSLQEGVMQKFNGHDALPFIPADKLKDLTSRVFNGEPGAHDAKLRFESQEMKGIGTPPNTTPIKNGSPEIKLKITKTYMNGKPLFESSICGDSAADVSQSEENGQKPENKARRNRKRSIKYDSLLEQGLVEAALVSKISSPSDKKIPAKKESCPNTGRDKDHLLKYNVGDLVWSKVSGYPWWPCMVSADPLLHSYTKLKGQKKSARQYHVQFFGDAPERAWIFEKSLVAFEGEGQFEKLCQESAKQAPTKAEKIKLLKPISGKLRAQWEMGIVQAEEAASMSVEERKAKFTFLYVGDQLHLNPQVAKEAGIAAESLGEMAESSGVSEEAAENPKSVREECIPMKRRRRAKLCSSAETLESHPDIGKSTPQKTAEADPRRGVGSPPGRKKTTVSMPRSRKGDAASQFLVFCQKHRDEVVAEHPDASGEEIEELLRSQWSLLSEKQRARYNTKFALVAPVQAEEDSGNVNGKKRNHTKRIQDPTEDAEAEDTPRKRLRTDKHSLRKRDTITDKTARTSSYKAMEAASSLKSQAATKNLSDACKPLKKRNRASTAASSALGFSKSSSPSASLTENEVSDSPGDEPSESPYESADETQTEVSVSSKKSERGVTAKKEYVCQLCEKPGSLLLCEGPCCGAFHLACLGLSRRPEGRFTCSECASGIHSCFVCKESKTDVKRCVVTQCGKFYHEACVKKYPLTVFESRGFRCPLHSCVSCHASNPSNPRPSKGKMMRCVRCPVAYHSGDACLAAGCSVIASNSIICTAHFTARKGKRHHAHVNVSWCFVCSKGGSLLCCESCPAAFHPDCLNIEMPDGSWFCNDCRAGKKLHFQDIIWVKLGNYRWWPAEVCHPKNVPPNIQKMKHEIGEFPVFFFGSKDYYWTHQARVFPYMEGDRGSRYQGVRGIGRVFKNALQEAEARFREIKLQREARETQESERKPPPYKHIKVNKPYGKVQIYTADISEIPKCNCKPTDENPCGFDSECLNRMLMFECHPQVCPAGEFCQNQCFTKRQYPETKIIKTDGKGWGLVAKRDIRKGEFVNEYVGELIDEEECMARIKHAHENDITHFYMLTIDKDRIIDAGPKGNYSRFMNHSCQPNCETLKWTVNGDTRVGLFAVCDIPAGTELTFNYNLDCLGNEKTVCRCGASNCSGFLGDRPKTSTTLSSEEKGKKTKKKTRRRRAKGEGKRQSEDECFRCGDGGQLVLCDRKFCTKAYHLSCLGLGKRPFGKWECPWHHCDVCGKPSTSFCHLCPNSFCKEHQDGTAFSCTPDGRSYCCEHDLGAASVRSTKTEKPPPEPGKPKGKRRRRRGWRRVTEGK
The depositor's hits bear a star.

| molecule | NSD2 inh |
| --- | --- |
| Cc1ccc(S(=O)(=O)N(C)C[C@H]2OCCCC[C@@H](C)Oc3ccc(NC(=O)NC(C)C)cc3C(=O)N([C@@H](C)CO)C[C@H]2C)cc1 | -6 |
| Cc1noc(C)c1NC(=O)N(C)C[C@@H]1Oc2ccc(NC(=O)Nc3ccc(F)cc3)cc2CC(=O)N([C@H](C)CO)C[C@H]1C | -18 |
| C[C@@H]1CN([C@@H](C)CO)S(=O)(=O)c2ccc(-c3ccc(C(=O)N(C)C)cc3)cc2O[C@@H]1CN(C)C(=O)Nc1ccccc1F | -2 |
| CC(C)NC(=O)N(C)C[C@@H]1Oc2ccc(NS(=O)(=O)c3cccs3)cc2C(=O)N([C@H](C)CO)C[C@@H]1C | 12 |
| O=C(C1=C[C@@H](c2ccc(Br)cc2)C[C@@H](OCc2ccc(CO)cc2)O1)N1CCCC1 | 3 |
| COCC(=O)N(C)C[C@H]1Oc2cc(-c3ccccc3)ccc2S(=O)(=O)N([C@H](C)CO)C[C@H]1C | 7 |
| C[C@@H]1CCCCO[C@@H](CN(C)CC2CCCCC2)[C@@H](C)CN([C@H](C)CO)C(=O)c2cc(NS(=O)(=O)c3ccc(F)cc3)ccc2O1 | -2 |
| C[C@@H]1CN([C@H](C)CO)C(=O)c2cc(NS(=O)(=O)c3cn(C)cn3)ccc2O[C@H]1CN(C)C(=O)NC1CCCCC1 | -2 |
| O=C(Nc1cccc(C(F)(F)F)c1)/C(=C\c1cccs1)c1ccsc1 | 8 |
| CCCN(C)C[C@@H]1Oc2cc(-c3ccccc3)ccc2S(=O)(=O)N([C@@H](C)CO)C[C@@H]1C | -4 |
| C[C@@H]1CCCCO[C@@H](CN(C)C(=O)Cc2ccccc2)[C@H](C)CN([C@@H](C)CO)C(=O)c2cc(NS(=O)(=O)c3cccs3)ccc2O1 | 1 |
| COc1cccc(-c2ccc3c(c2)O[C@@H](CN(C)C(=O)c2ccccc2F)[C@H](C)CN([C@H](C)CO)S3(=O)=O)c1 | 1 |
| CNC[C@H]1Oc2ccc(NC(=O)Cc3ccccc3)cc2CC(=O)N([C@H](C)CO)C[C@H]1C | -5 |
| CC(C)(C)OC(=O)N1CCC(c2cc(=O)n3[nH]cc(C(=O)Nc4ccc(F)c(Cl)c4)c3n2)CC1 | -8 |
| CCCC#Cc1cnc2c(c1)C(=O)N([C@H](C)CO)C[C@@H](C)[C@H](CN(C)C(=O)c1ccc(F)cc1)O2 | 2 |
| COCC#Cc1ccc2c(c1)O[C@H](CN(C)C)[C@H](C)CN([C@H](C)CO)S2(=O)=O | 2 |
| C[C@H]1CN([C@@H](C)CO)C(=O)Cc2cc(NC(=O)C3CCCCC3)ccc2O[C@@H]1CN(C)Cc1ccc(-c2ccccc2)cc1 | 0 |
| CC(C)NC(=O)N(C)C[C@@H]1Oc2ncc(C#Cc3ccncc3)cc2C(=O)N([C@@H](C)CO)C[C@H]1C | -3 |
| COc1ccccc1CNC(=O)C[C@@H]1C[C@H]2c3cc(NS(=O)(=O)c4ccc(F)cc4)ccc3O[C@H]2[C@H](CO)O1 | 5 |
| C[C@@H]1CCCCO[C@@H](CN(C)C(=O)Cc2ccccc2)[C@H](C)CN([C@@H](C)CO)C(=O)c2cc(NC(=O)Nc3ccc(F)cc3)ccc2O1 | -5 |
| C[C@H]1CN([C@@H](C)CO)S(=O)(=O)c2ccc(/C=C/c3ccccc3)cc2O[C@@H]1CN(C)C(=O)Nc1cc(F)ccc1F | -5 |
| O=C(C[C@@H]1C[C@@H]2c3cc(NC(=O)c4ccc5c(c4)OCO5)ccc3O[C@@H]2[C@@H](CO)O1)NCC1CC1 | 1 |
| C[C@H](CO)N1C[C@H](C)[C@H](CN(C)CC2CC2)OCCCC[C@H](C)Oc2ccc(NC(=O)C3CCCCC3)cc2C1=O | 5 |
| C[C@@H]1CN([C@@H](C)CO)C(=O)c2cc(C#CC3(O)CCCC3)cnc2O[C@@H]1CN(C)C(=O)C1CCOCC1 | -5 |
| Cc1ccc(S(=O)(=O)Nc2ccc3c(c2)CC(=O)N([C@@H](C)CO)C[C@H](C)[C@@H](CN(C)C)O3)cc1 | 5 |
| COc1ccccc1-c1cnc2c(c1)C(=O)N([C@@H](C)CO)C[C@H](C)[C@H](CN(C)C(=O)CN(C)C)O2 | 0 |
| COc1ccc(CN(C)C[C@@H]2Oc3ccc(NC(=O)CCC(F)(F)F)cc3C(=O)N([C@@H](C)CO)C[C@H]2C)cc1 | 1 |
| C[C@@H]1CN([C@H](C)CO)C(=O)c2cc(NC(=O)C3CC3)ccc2O[C@@H]1CN(C)S(=O)(=O)c1cccs1 | -5 |
| COc1ccc(NC(=O)Nc2ccc3c(c2)CC(=O)N([C@H](C)CO)C[C@H](C)[C@@H](CN(C)Cc2ccc(-c4ccccc4)cc2)O3)cc1 | 6 |
| CC(=O)N(C)C[C@@H]1Oc2ncc(C#Cc3ccncc3)cc2C(=O)N([C@H](C)CO)C[C@@H]1C | 3 |

Exported with the structure last: two of the compounds above.
NSD2 inh	Compound
-5	C[C@@H]1CN([C@H](C)CO)C(=O)c2cc(NC(=O)C3CC3)ccc2O[C@@H]1CN(C)S(=O)(=O)c1cccs1
6	COc1ccc(NC(=O)Nc2ccc3c(c2)CC(=O)N([C@H](C)CO)C[C@H](C)[C@@H](CN(C)Cc2ccc(-c4ccccc4)cc2)O3)cc1

Next part.
| molecule | NSD2 inh |
| --- | --- |
| C[C@H]1CN([C@@H](C)CO)C(=O)c2cc(NC(=O)Cn3cnnn3)ccc2O[C@@H]1CN(C)S(=O)(=O)c1cccs1 | -3 |
| COc1ccc(S(=O)(=O)Nc2cccc3c2O[C@H](CN(C)S(=O)(=O)c2ccc(F)cc2)[C@@H](C)CN([C@H](C)CO)C3=O)cc1 | 10 |
| C[C@H]1CN([C@@H](C)CO)C(=O)c2cccc(NC(=O)C3CC3)c2O[C@@H]1CN(C)Cc1ccc(C(F)(F)F)cc1 | -8 |
| C[C@@H]1CN([C@H](C)CO)C(=O)CCCn2cc(nn2)CO[C@H]1CN(C)C(=O)Cc1ccccc1 | 2 |
| C[C@@H]1CN([C@@H](C)CO)C(=O)c2cc(NS(C)(=O)=O)ccc2O[C@H]1CN(C)Cc1ccc(Cl)c(Cl)c1 | -1 |
| C[C@H](CO)N1C[C@H](C)[C@@H](CN(C)C(=O)c2cccnc2)Oc2cc(C3=CCCC3)ccc2S1(=O)=O | 0 |
| CC(C)CC#Cc1cnc2c(c1)C(=O)N([C@H](C)CO)C[C@@H](C)[C@H](CN(C)C(=O)Cc1ccccc1)O2 | -6 |
| COc1ccc(S(=O)(=O)Nc2ccc3c(c2)C(=O)N([C@@H](C)CO)C[C@@H](C)[C@H](CN(C)Cc2ccc(C(=O)Nc4ccccc4N)cc2)O3)cc1 | 1 |
| C[C@H]1CN([C@@H](C)CO)C(=O)c2cc(C#Cc3ccc(F)cc3)cnc2O[C@@H]1CN(C)C(=O)Nc1ccc(F)cc1 | -3 |
| CC1=CC(=O)CC(C)(C)[C@@]1(O)/C=C/C(C)O[C@@H]1O[C@H](CO)[C@@H](O)[C@H](O)[C@H]1O (some centres undefined) | 4 |
| COc1ccc(NC(=O)Nc2ccc3c(c2)[C@H]2C[C@H](CC(=O)N(C)C)O[C@H](CO)[C@H]2O3)cc1 | 0 |
| Cc1ccc(S(=O)(=O)N2CCN(c3nc4ccccc4nc3-n3nc(C)cc3C)CC2)cc1 | -3 |
| CC(C)CC#Cc1ccc2c(c1)O[C@H](CN(C)C(=O)NC1CCCC1)[C@@H](C)CN([C@@H](C)CO)S2(=O)=O | -6 |
| O=C(NO)c1cccc(C(=O)N/N=C/c2ccc(O)c(O)c2O)c1 | 63* |
| COc1ccc(NC(=O)N(C)C[C@@H]2OCCCC[C@H](C)Oc3ccc(NC(=O)Nc4c(C)noc4C)cc3C(=O)N([C@@H](C)CO)C[C@H]2C)cc1 | -5 |
| O=C1NCCCC1C(=O)N1CCCCC1 (centres undefined) | 1 |
| C=C[C@H](COC(C)=O)N(C(=O)OC(C)(C)C)S(=O)(=O)c1ccc(Br)cc1 | 9 |
| O=C1Cn2nnc(C(=O)c3ccccc3)c2C2(CCCCC2)O1 | -3 |
| Cc1ccccc1-c1cnc2c(c1)C(=O)N([C@H](C)CO)C[C@H](C)[C@H](CN(C)Cc1cncnc1)O2 | 7 |
| CCCCCCC(=O)OC1CC(C)(C)NC(C)(C)C1 | 6 |
| COCC#Cc1cnc2c(c1)C(=O)N([C@H](C)CO)C[C@@H](C)[C@H](CN(C)S(=O)(=O)c1cn(C)cn1)O2 | 0 |
| C[C@@H]1CN([C@H](C)CO)C(=O)Cc2cc(NC(=O)Cc3cn(C)c4ccccc34)ccc2O[C@H]1CN(C)Cc1ccc2c(c1)OCO2 | 7 |
| C[C@H]1CN([C@@H](C)CO)C(=O)c2cc(NC(=O)C3CCCCC3)ccc2O[C@@H]1CN(C)C(=O)Nc1ccccc1 | 0 |
| C[C@H]1CCCCO[C@@H](CN(C)C(=O)C2CCCCC2)[C@@H](C)CN([C@@H](C)CO)C(=O)c2cc(NC(=O)CCC(F)(F)F)ccc2O1 | -1 |
| C[C@H](CO)N1C[C@H](C)[C@H](CN(C)Cc2ccc(C(=O)Nc3ccccc3N)cc2)Oc2ccc(NC(=O)Nc3cccc4ccccc34)cc2CC1=O | -8 |
| COc1cccc(-c2cnc3c(c2)C(=O)N([C@H](C)CO)C[C@@H](C)[C@H](CN(C)Cc2ccncc2)O3)c1 | 9 |
| COc1ccc(S(=O)(=O)Nc2ccc3c(c2)C(=O)N([C@@H](C)CO)C[C@H](C)[C@H](CN(C)C(=O)Nc2ccc(C(F)(F)F)cc2)OCCCC[C@H](C)O3)cc1 | -4 |
| CCCC#Cc1cnc2c(c1)C(=O)N([C@@H](C)CO)C[C@@H](C)[C@H](CN(C)Cc1ccccc1F)O2 | 2 |
| COCC1=C2[C@@H](c3ccccc3)OB(O)C[C@@H]2n2c(=O)n(-c3ccccc3)c(=O)n2C1 | -2 |
| CC(=O)N(C)C[C@H]1Oc2cc(-c3ccccc3)ccc2S(=O)(=O)N([C@H](C)CO)C[C@H]1C | -4 |

NSD2 inh: what is marked active above
| molecule | NSD2 inh |
| --- | --- |
| O=C(NO)c1cccc(C(=O)N/N=C/c2ccc(O)c(O)c2O)c1 | 63* |

The results go on.
C/C=C/c1ccc2c(c1)O[C@H](CN(C)C(=O)Nc1ccccc1)[C@H](C)CN([C@H](C)CO)S2(=O)=O
- NSD2 inh: 0
C/C=C/c1ccc2c(c1)O[C@H](CN(C)Cc1ccc(C(=O)O)cc1)[C@@H](C)CN([C@@H](C)CO)S2(=O)=O
- NSD2 inh: 1
Cc1ccc(S(=O)(=O)Nc2ccc3c(c2)CC(=O)N([C@@H](C)CO)C[C@@H](C)[C@H](CN(C)Cc2ccc4c(c2)OCO4)O3)cc1
- NSD2 inh: -1
C[C@@H]1CN([C@H](C)CO)C(=O)c2cc(NS(=O)(=O)c3cccs3)ccc2O[C@H]1CN(C)C
- NSD2 inh: 5
CC(C)NC(=O)Nc1ccc2c(c1)C(=O)N([C@@H](C)CO)C[C@H](C)[C@H](CN(C)Cc1ccc(-c3ccccc3)cc1)O2
- NSD2 inh: 10
COc1ccc(S(=O)(=O)N(C)C[C@@H]2Oc3ccc(NC(=O)Cc4cn(C)c5ccccc45)cc3C(=O)N([C@@H](C)CO)C[C@H]2C)cc1
- NSD2 inh: 2
COc1ccc(S(=O)(=O)N(C)C[C@H]2Oc3c(NS(=O)(=O)c4ccc(Cl)cc4)cccc3C(=O)N([C@H](C)CO)C[C@H]2C)cc1
- NSD2 inh: 2
C[C@@H]1CN([C@@H](C)CO)C(=O)c2cc(NC(=O)c3ccncc3)ccc2O[C@@H](C)CCCCO[C@H]1CN(C)C(=O)Cc1ccccc1
- NSD2 inh: 2
C[C@H]1CN([C@@H](C)CO)C(=O)c2cc(NS(=O)(=O)c3ccc(F)cc3)ccc2O[C@H]1CN(C)Cc1ccc2c(c1)OCO2
- NSD2 inh: -3
CCCn1c(=O)c2[nH]c(-c3ccccc3)nc2n(CCC)c1=O
- NSD2 inh: -1
COc1cc(/C=N/NC(=O)c2ccc(C(=O)NO)cc2)c(Br)cc1O
- NSD2 inh: -1
COc1ccccc1-c1ccc2c(c1)O[C@H](CN(C)Cc1ccc3c(c1)OCO3)[C@H](C)CN([C@@H](C)CO)S2(=O)=O
- NSD2 inh: 5
COc1ccc(-c2ccc3c(c2)O[C@@H](CN(C)C(=O)Nc2ccccc2F)[C@@H](C)CN([C@@H](C)CO)S3(=O)=O)cc1
- NSD2 inh: 3
C[C@@H]1CN([C@@H](C)CO)C(=O)c2cc(-c3ccncc3)cnc2O[C@@H]1CN(C)S(=O)(=O)c1ccccc1
- NSD2 inh: -2
Cc1ccc(S(=O)(=O)Nc2cccc3c2O[C@@H](CN(C)S(C)(=O)=O)[C@@H](C)CN([C@@H](C)CO)C3=O)cc1
- NSD2 inh: 1

C[C@@H]1CN([C@H](C)CO)C(=O)c2cccc(NS(C)(=O)=O)c2O[C@@H]1CN(C)S(=O)(=O)c1ccc(Cl)cc1
- NSD2 inh: 1
CC(=O)N(C)C[C@@H]1OCc2ccccc2-c2ccccc2C(=O)N([C@H](C)CO)C[C@@H]1C
- NSD2 inh: 4
C[C@H]1CN([C@@H](C)CO)C(=O)c2cccc(NC(=O)CCCCCC(=O)Nc3ccccc3N)c2O[C@@H]1CN(C)Cc1ccc(-c2ccccc2)cc1
- NSD2 inh: -2
C[C@@H]1CN([C@H](C)CO)C(=O)Cc2cc(NS(=O)(=O)c3cn(C)cn3)ccc2O[C@H]1CN(C)Cc1ccc2c(c1)OCO2
- NSD2 inh: 5
C[C@@H]1CN([C@H](C)CO)C(=O)c2cc(C#CC(C)(C)O)cnc2O[C@H]1CN(C)C(=O)CC1CC1
- NSD2 inh: 7
Cc1noc(C)c1NC(=O)N(C)C[C@H]1Oc2ccc(NS(C)(=O)=O)cc2CC(=O)N([C@H](C)CO)C[C@@H]1C
- NSD2 inh: 3

Entries above that have bromine, in the order listed:
O=C(C1=C[C@@H](c2ccc(Br)cc2)C[C@@H](OCc2ccc(CO)cc2)O1)N1CCCC1
- NSD2 inh: 3
C=C[C@H](COC(C)=O)N(C(=O)OC(C)(C)C)S(=O)(=O)c1ccc(Br)cc1
- NSD2 inh: 9
COc1cc(/C=N/NC(=O)c2ccc(C(=O)NO)cc2)c(Br)cc1O
- NSD2 inh: -1

A portion of the library. The share of hits here may be higher or lower than overall.
